SUMO1 PPI mod: modulators of SUMO1 protein-protein interactions, primary screen, biochemical, uHTS; Small ubiquitin-related modifier 1 (Homo sapiens), P63165; SUMO1 binding to a labelled peptide, TR-FRET, 1 h; inhibition, % at 20 µM; 0.33% of 360,000 active; in the data active = inhibition above about 37%
Target sequence (P63165 whole entry, looked up): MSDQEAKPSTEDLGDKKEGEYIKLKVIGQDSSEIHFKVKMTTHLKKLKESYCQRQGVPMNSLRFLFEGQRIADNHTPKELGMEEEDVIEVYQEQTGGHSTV
LMPTP block: LMPTP phosphatase inhibitors, primary screen, biochemical, fluorescence intensity, uHTS; Low molecular weight phosphotyrosine protein phosphatase (Homo sapiens), P24666; recombinant LMPTP-A, OMFP fluorogenic substrate; inhibition, % at 20 µM; 0.22% of 360,000 active;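 active = compounds that cut the enzyme signal by at least half of the control window in the single-dose screen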;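 also: plate controls were DMSO wells with enzyme plus substrate for no effect and substrate without enzyme for full effect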
Target sequence (P24666 whole entry, looked up): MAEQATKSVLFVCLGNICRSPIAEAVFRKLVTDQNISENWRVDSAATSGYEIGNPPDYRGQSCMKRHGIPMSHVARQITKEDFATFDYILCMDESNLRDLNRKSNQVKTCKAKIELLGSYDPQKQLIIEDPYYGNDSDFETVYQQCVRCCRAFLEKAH
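Material: LMPTP-A; amount: 0.625 nM enzyme; doses: single 20 µM dose; times: reaction 50 min, room temperature, dark; technique: fluorescence intensity of OMFP turnover product; benchmarks: no-enzyme and uninhibited controls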
Scp-1 inhibitor: Scp-1 phosphatase inhibitors, primary screen, biochemical, colorimetric, uHTS | inhibition, % at 20 µM | AID 493091, 2011 | 0.88% of 340,000 active | Recombinant Scp1, phosphopeptide, malachite green phosphate absorbance | Carboxy-terminal domain RNA polymerase II polypeptide A small phosphatase 1 (Homo …;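 active = inhibition above about 50% at 20 µM, limit read from the data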;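 also: plate controls were DMSO wells with enzyme for no effect and wells lacking enzyme for full effect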
Target sequence (Q9GZU7 76-261 limits assumed): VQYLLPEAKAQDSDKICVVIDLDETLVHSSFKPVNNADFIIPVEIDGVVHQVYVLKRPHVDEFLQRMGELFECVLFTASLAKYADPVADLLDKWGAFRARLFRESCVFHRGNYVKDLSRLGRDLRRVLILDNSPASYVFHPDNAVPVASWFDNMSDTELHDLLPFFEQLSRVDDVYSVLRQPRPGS
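Test system: SCP-1 catalytic domain; Buffer or medium: Acidic Tris acetate buffer with magnesium and detergent; Also added: Phosphorylated 17-residue peptide substrate; Compound: single 20 µM dose, 1% DMSO; Schedule: enzyme reaction 45 min at room temperature, colour 5 min, stabilisation 30 min; Signal: Phosphate-binding colour reagent, absorbance read at 630 nm.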
eLon inh: inhibitors of E. coli Lon protease, primary screen, biochemical, fluorescence polarization; P0A9M0; purified E. coli Lon protease; inhibition, % at 7.94 µM; 0.42% of 360,000 active; AID 602123, 2011; in the data active = inhibition above about 13%, passing the limit was not always enough;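 also: 0% = enzyme with probe and DMSO and 100% = no enzyme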
CendR NRP1 mod: modulators of CendR peptide binding to NRP-1, primary screen, biochemical, fluorescence polarization, uHTS. 0.85% of 360,000 active. FAM-RPARPAR peptide binding to NRP-1. inhibition, % at 25 µM. Neuropilin-1 (Homo sapiens), O14786;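 active = inhibition or corrected inhibition above about 18%, plus a signal ratio from 0.5 to 1.5, limit read from the data, passing the limit was not always enough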; also: strong numbers were not always called active
STEP block: STEP phosphatase inhibitors, primary screen, biochemical, fluorescence intensity, uHTS; Tyrosine-protein phosphatase non-receptor type 5 (Homo sapiens), P54829; recombinant STEP, OMFP fluorogenic substrate; inhibition, % at 20 µM; 0.25% of 360,000 active;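 active = inhibition at 20 µM, scaled per plate between control wells, above about 37%, limit read from the data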;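 also: 0% = DMSO with enzyme and substrate and 100% = substrate only without enzyme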
Target sequence (P54829 whole entry, looked up): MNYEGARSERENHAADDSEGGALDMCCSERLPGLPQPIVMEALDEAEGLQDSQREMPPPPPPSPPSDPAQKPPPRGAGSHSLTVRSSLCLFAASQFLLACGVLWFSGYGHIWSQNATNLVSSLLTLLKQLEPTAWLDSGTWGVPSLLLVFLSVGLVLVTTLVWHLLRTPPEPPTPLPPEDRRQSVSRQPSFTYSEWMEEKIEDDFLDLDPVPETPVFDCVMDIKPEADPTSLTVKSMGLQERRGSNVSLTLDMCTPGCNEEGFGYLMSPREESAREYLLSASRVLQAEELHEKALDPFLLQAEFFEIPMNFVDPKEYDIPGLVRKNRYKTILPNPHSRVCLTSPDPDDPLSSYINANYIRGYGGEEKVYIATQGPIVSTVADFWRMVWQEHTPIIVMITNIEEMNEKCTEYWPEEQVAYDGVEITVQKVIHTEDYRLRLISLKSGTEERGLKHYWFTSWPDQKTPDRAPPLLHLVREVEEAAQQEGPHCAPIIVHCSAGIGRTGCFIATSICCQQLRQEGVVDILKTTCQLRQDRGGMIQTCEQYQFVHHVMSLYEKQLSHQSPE
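Assay system: isolated STEP enzyme. Buffer or medium: pH 6.0 Bis-Tris with DTT and Tween 20. Also added: fluorogenic phosphatase substrate OMFP at 25 µM final. Dosing: 20 µM, 1% DMSO. Timing: 20 min reaction, room temperature, in the dark. Measured by: fluorescence intensity, excitation 480 nm, emission 540 nm. Evaluation: normalized % inhibition.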
MsrA act: bovine MsrA enzyme activators, primary screen, biochemical, absorbance, HTS; Methionine sulfoxide reductase A (Bos taurus); purified bovine MsrA, absorbance read-out; activation, % at 10.6 µM; 0.3% of 360,000 active; in the data active = activation above about 7.5%;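 also: 0% = vehicle and 100% = reference activator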
DNMT1 block: human DNMT1 methyltransferase inhibitors, primary screen, biochemical, molecular beacon, fluorescence, HinP1I cleavage, uHTS. DNA (cytosine-5)-methyltransferase 1 (Homo sapiens), P26358. inhibition (reported as % activation of signal), % at 10 µM. 0.83% of 360,000 active; in the data active = inhibition above about 50%
MsrA inh: bovine MsrA enzyme inhibitors, primary screen, biochemical, absorbance, HTS | inhibition, % at 15.5 µM | Methionine sulfoxide reductase A (Bos taurus) | 0.75% of 360,000 active | purified bovine MsrA, absorbance read-out; in the data active = inhibition above about 4.5%;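 also: 0% = vehicle wells with enzyme and 100% = reference inhibitor wells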
TbMetRS inhib: T. brucei MetRS inhibitors, primary screen, biochemical, luminescence; methionyl-tRNA synthetase (Trypanosoma brucei brucei); purified T. brucei MetRS, ATP depletion, Kinase-Glo luminescence; inhibition, % at 11.9 µM; 0.4% of 360,000 active;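 active = inhibition above a per-plate cutoff of the control wells' mean inhibition plus 3 SD, cut at about 5.5% in these data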;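 also: 0% = DMSO wells median and 100% = median of wells with control inhibitor compound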
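Material: parasite MetRS enzyme / Replication: singlicate, one well per compound / Signal: luminescence of leftover ATP / Schedule: 2 h aminoacylation at 25 °C after 15 min preincubation / Medium: HEPES-MgCl2-KCl buffer plus DTT, spermine, BSA, pyrophosphatase / Doses: 11.9 µM single point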
Starred values were filed as active, the others as inactive; . = no result given; & = joins results of further samples.

SMILES	SUMO1 PPI mod	LMPTP block	Scp-1 inhibitor	eLon inh	CendR NRP1 mod	STEP block	MsrA act	DNMT1 block	MsrA inh	TbMetRS inhib
Cn1cc(CN(Cc2ccccc2)C[C@@H]2CCC(=O)N2)c(-c2ccccc2F)n1	1.5	0.2	0.4	-5.1	-5.4	-0.5	-2.2	-1.1	-0.7	-0.2
O=C(Cn1cnc2sc(-c3ccccc3)cc2c1=O)NCc1ccco1	-8.8	-0.9	70.7*	0.5	-5.9	-1.3	-1.7	-4.0	0.8	-1.8
CCC(=O)Nc1ccc(C(=O)Nc2cccc(C)n2)cc1	-1.2	-1.8	0.3	-4.7	4.9	-1.4	-1.9	3.4	0.9	-1.2
CC[C@]12c3[nH]c4ccccc4c3CCN1C(=O)C(CC(=O)NCCc1ccccn1)C[C@@H]2C(=O)N1CCN(C(=O)C2CC2)CC1 (some centres undefined)	-3.6	-9.1	8.2	3.1	5.0	-1.7	-4.1	6.6	1.1	-1.2
CCOc1cc(C)c(Cl)cc1S(=O)(=O)n1nnc2ccccc21	0.2	-0.7	-8.3	-21.0	-2.2	2.0	-0.8	2.7	0.5	-0.9
C/C(=N\NC(=O)c1cccc(S(=O)(=O)N2CCCCC2)c1)c1ccc(C)o1	5.4	-0.9	4.8	-4.9	1.2	0.7	-1.9	0.1	1.1	0.3
CC1=C(C(=O)N2CCOCC2)CC(CC(=O)NC2CC2)C(=O)N1CCC1=CCCCC1 (centres undefined)	1.9	-1.6	.	-5.0	9.6	-0.4	3.4	0.3	-0.8	-0.4
CC(=O)Nc1ccc(NC(=O)C2(C)Cc3c(-c4ccc(NC(C)=O)cc4)ccnc3O2)cc1 (centres undefined)	6.4	0.5	.	-3.0	2.9	0.3	-3.2	3.2	-1.3	-0.1
COc1ccccc1C(O)(C(=O)N(NC(C)=O)c1ccccc1)c1ccccc1OC	-1.9	-1.4	-4.5	5.4	10.9	1.1	-3.4	4.1	-1.3	-0.6
O=C(O)c1ccc(S(=O)(=O)c2ccc3c(c2)C(=O)N(c2ccc(Br)cc2)C3=O)cc1	-19.6	-0.6	23.6	3.8	-9.7	13.8	-0.7	-0.5	-0.2	-0.1
COc1ccc(N2CC(C(=O)Nc3c(C(N)=O)oc4ccccc34)CC2=O)cc1 (centres undefined)	-4.5	-0.6	-3.8	6.2	3.1	-0.5	-2.4	1.1	-0.5	0.2
C[C@@H](NC(=O)c1nc[nH]c1C(=O)NCCCCCNC(=O)OC(C)(C)C)c1ccccc1	0.1	0.5	-11.3	7.2	6.7	-0.1	-0.4	-0.4	1.4	0.1
O=C(COc1ccc(Cl)cc1Cl)NC(=O)N1CCCCC1	1.0	0.0	-8.0	-8.4	-4.0	1.2	-1.9	-3.1	-0.1	1.0
CCCN(C)C[C@@H]1OCCCC[C@@H](C)Oc2ccc(NS(=O)(=O)c3ccc(OC)cc3)cc2C(=O)N([C@H](C)CO)C[C@@H]1C	0.2	-0.2	.	7.4	6.2	-3.6	-5.0	1.0	0.9	-1.3
O=C(CSc1ccccn1)NCc1ccc2c(c1)OCO2	1.4	-1.8	-7.1	2.0	-1.1	-3.7	0.4	1.6	0.4	0.2
COc1ccccc1CNC(=O)C1CCN(c2ncnc3c2nc2n3CCCCC2)CC1	-1.3	3.4	3.8	-13.5	3.0	-1.1	-5.2	-3.6	-0.3	-1.0
O=C(/C=C/c1ccc([N+](=O)[O-])cc1)OCC(=O)c1ccc[nH]1	-25.2	2.8	-0.2	-5.4	0.8	0.0	-2.1	2.6	0.3	0.0
Cc1cc(NC(=O)C2CC(=O)N(c3ccc(F)cc3)C2)no1 (centres undefined)	5.3	-0.6	-1.2	-3.2	5.2	-1.2	-0.9	1.2	-0.8	-0.6
Cc1ccc(NC(=O)CCC(=O)NNC(=O)c2cccc([N+](=O)[O-])c2)cc1C	-13.6	-0.4	-3.8	-7.6	-3.6	1.2	-5.2	4.8	-0.9	-1.1
Cc1ccc(S(=O)(=O)NC(=O)c2cccc(Br)c2)cc1	0.4	0.5	-6.7	9.7	15.3	0.9	-3.7	3.2	-0.9	-0.3
O=C(c1cnn2c1NC(c1ccc(Br)cc1)CC2C(F)(F)F)N1CCN2CCCC2C1 (centres undefined)	-3.7	0.4	8.9	0.5	-7.0	-0.2	-1.5	-6.1	1.5	-0.6
COc1ccc([C@H]2N[C@]3(CCCN(CC4CCCCC4)C3=O)[C@H]3C(=O)N(C)C(=O)[C@@H]23)cc1	8.9	-1.6	.	-3.7	-4.4	-1.4	-4.5	4.6	1.8	-0.9
Cc1ccc(CN2CC(C(=O)Nc3ccc(C)cn3)CC2=O)cc1 (centres undefined)	2.2	0.6	1.3	-9.2	5.7	-2.2	-11.4	5.5	0.2	0.1
CCn1c(SCc2ccc(C(=O)Nc3nccs3)cc2)nnc1-c1ccc(N)cc1	7.7	-1.6	1.1	2.5	10.2	2.7	3.4	-7.2	0.5	0.3
O=C(Nc1ccc(COc2ccccc2)cc1)Oc1ccccc1N1CCOCC1	0.0	-1.0	-6.9	-4.6	-3.5	2.2	-2.0	-0.6	0.4	0.0

(further entries)
SMILES	SUMO1 PPI mod	LMPTP block	Scp-1 inhibitor	eLon inh	CendR NRP1 mod	STEP block	MsrA act	DNMT1 block	MsrA inh	TbMetRS inhib
COc1ccc(NC2CCCN(C(=O)CCc3cn[nH]c3)C2)cc1 (centres undefined)	3.6	-1.0	1.0	-0.6	-7.0	0.6	-1.6	1.7	0.6	-0.7
O=S(=O)(Nc1ccc(-c2ccc(N3CCOCC3)nn2)cc1)c1cc(Cl)ccc1Cl	-6.7	2.6	1.8	-12.2	4.1	-0.4	-1.8	-2.2	0.8	-0.4
CCCCC(=O)Nc1cc(C)c(NC(=O)c2cccs2)cn1	1.0	-0.8	-8.9	-4.1	4.0	-1.7	-5.1	1.7	-1.4	-0.8
CCCCCCCCCCOC(=O)Cn1c(COc2ccc(OC)cc2)[n+](C)c2ccccc21	-128.7&-125.0	-0.2&1.2	2.0&13.0	11.3&2.4	-6.7&11.7	6.0&3.5	2.7&4.6	20.4&17.1	.	-0.9&-0.8
CCOC(=O)N1CCN(C(=O)c2cccc(NC(=O)c3ccco3)c2)CC1	-0.2	0.0	4.6	-0.2	6.4	0.1	-9.2	2.2	0.9	-1.9
Cc1ccc(NC(=O)CN(C)C(=O)CSc2nc(C)cs2)cc1	-2.6	3.1	-5.2	5.2	-7.4	-0.1	-8.0	1.3	-0.3	-0.7
CN(Cc1ccccc1)C(=O)c1ncn2c1c(=O)[nH]c1cccnc12	-3.1	1.0	.	-3.0	-21.0	-0.5	-6.5	-0.1	1.4	-2.1
CCOC(=O)C1=C(C)N=c2s/c(=C/c3ccc(OCC(=O)O)cc3)c(=O)n2C1c1cc(OC)c(OC)c(OC)c1 (centres undefined)	-4.9	-1.9	4.5	7.2	-39.6	0.9	-10.4	11.9	1.3	-0.6
CN(C)S(=O)(=O)c1ccc(NC(=O)COC(=O)C2COc3ccccc3O2)cc1 (centres undefined)	1.1	-1.6	-5.0	-10.1	0.2	-1.9	-6.4	-0.7	-0.3	-1.3
O=C(Nc1nn(Cc2ccccc2F)cc1Br)c1cccs1	0.2	0.0	-6.5	-1.4	11.4	3.1	-4.8	-0.7	-0.5	-0.2
CCOC(=O)c1c(C)[nH]c(C)c1C(=O)CSc1nc2ccccc2c(=O)n1-c1ccccc1C	2.4	1.0	0.5	-2.5	-0.8	-0.8	-8.3	-6.6	1.0	-1.1
CCN(C(=O)COC(=O)/C=C/c1cnc2ccccc2n1)C1CCS(=O)(=O)C1 (centres undefined)	-9.7	-0.9	3.8	-0.7	9.3	-1.4	-2.1	-0.6	2.3	-1.2
Cn1c(=O)n(Cc2ccc(F)cc2)c(=O)c2c1nc1n2CCCN1Cc1ccccc1	-2.5	2.5	-4.8	-3.9	5.8	2.1	-3.5	-5.7	-0.2	-0.9
COC(=O)C1CCCN1S(=O)(=O)c1ccccc1NC(=O)c1cc(OC)c(OC)c(OC)c1 (centres undefined)	-1.7	-1.8	-1.6	3.2	3.0	-0.7	-5.8	-0.1	-0.9	-0.9
COc1ccc(NC(=O)c2cc(-c3cc(C)ccc3O)n[nH]2)cc1Cl	1.2	-0.8	-12.6	-2.4	-2.0	-1.2	-9.0	9.2	2.6	-1.4
COc1cc(C(=S)N2CCOCC2)ccc1O	13.9	0.1	-7.0	-9.7	9.5	2.3	-3.2	0.4	2.1	-0.5
CC(=O)NC1C(OCc2ccccc2)OC(CO)C(OC(C)=O)C1OC(C)=O (centres undefined)	-1.4	-0.2	0.0	8.4	-5.1	-3.4	-1.9	4.5	-0.5	0.6
COc1ccc(CN2C=C3C(=O)C(C)(OC(=O)C4CCCC4)C(=O)C=C3C=C2c2ccsc2)cc1 (centres undefined)	-15.0	4.1	6.1	-16.2	-6.1	2.7	-4.0	-1.7	0.3	-0.2
Cc1cc(C(=O)N2CCCC(N3CCN(c4ccccc4C)CC3)C2)no1 (centres undefined)	-3.9	-0.6	.	0.6	0.1	1.5	-6.5	-0.5	0.9	-0.3
O=S(=O)(c1ccc(F)cc1)N1CCN(CC(O)COCc2ccccc2)CC1 (centres undefined)	-2.1	-1.1	-6.1	2.3	-2.8	3.0	-7.3	-2.3	1.4	-0.1
Cc1c(C(=O)O)oc2c(F)cccc12	0.1	-1.0	-5.3	-2.8	2.0	-2.6	2.2	1.0	1.2	0.0

Shown as a hit in Scp-1 inhibitor, of those listed so far:
compound,SUMO1 PPI mod,LMPTP block,Scp-1 inhibitor,eLon inh,CendR NRP1 mod,MsrA act,DNMT1 block,MsrA inh,TbMetRS inhib
O=C(Cn1cnc2sc(-c3ccccc3)cc2c1=O)NCc1ccco1,-8.8,-0.9,70.7*,0.5,-5.9,-1.7,-4.0,0.8,-1.8

2 of these compounds in a different format:
Below each compound – SUMO1 PPI mod, LMPTP block, Scp-1 inhibitor, eLon inh, CendR NRP1 mod, STEP block, MsrA act, DNMT1 block, MsrA inh, TbMetRS inhib
O=S(=O)(Nc1ccc(-c2ccc(N3CCOCC3)nn2)cc1)c1cc(Cl)ccc1Cl
    -6.7, 2.6, 1.8, -12.2, 4.1, -0.4, -1.8, -2.2, 0.8, -0.4
Cn1c(=O)n(Cc2ccc(F)cc2)c(=O)c2c1nc1n2CCCN1Cc1ccccc1
    -2.5, 2.5, -4.8, -3.9, 5.8, 2.1, -3.5, -5.7, -0.2, -0.9
